ALOX15B inhib: 15-hLO-2 (ALOX15B) enzyme inhibition | Potency, µM (titrated, usually from 57.1 µM), for the others: top-dose activity change, negative = inhibition, hits mostly inhibitors | hit rate 0.56% among 110,000 | O15296 | purified 15hLO-2, xylenol orange hydroperoxide absorbance; also: potency is read from the fitted curve at half-maximal effect; nearly all actives have a fitted effect of over 60% in size; many of its hits are not listed in these tables
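Read-out: hydroperoxide product oxidises ferrous iron, measured as xylenol orange complex via the 573-to-405 nm absorbance ratio after 30 min. Reaction: 50 nM enzyme, 15 min compound preincubation, 45 uM arachidonic acid, 90 min RT, Hepes pH 7.5 with Triton X-100.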
PNC inhibitor: perinucleolar compartment assembly inhibition; hit rate 3.1% among 140,000; PC3M PTB-GFP, PNC prevalence imaging, 16 h; hits give low values; activity change (PNC), negative = inhibition, % at 10 µM; AID 2417;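 active = readout at or below -70, meaning at least 70% loss of cells showing the perinucleolar compartment, a nuclear body marking cancer cells; inconclusive = readout between -30 and a set limit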;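 also: plate controls were DMSO wells for no effect and camptothecin positive control wells for full effect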
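Read-out is percentage of cells bearing a perinucleolar compartment, from automated 20x imaging of fixed, Hoechst-stained PC3M PTB-GFP cells. Cells were seeded 4 h, then exposed 16 h to compound (23 nl of library stock) in duplicate plates.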
ALOX12 inhib: 12-hLO (ALOX12) enzyme inhibition | P18054 | AID 1452 | purified 12-hLO, xylenol orange hydroperoxide absorbance | Potency, µM (top dose mostly 57.1 µM), inactives show at the highest dose activity change, negative = inhibition, usual class: inhibitors | hit rate 0.12% among 150,000; also: potency is read from the fitted curve at half-maximal effect; nearly all actives have a fitted effect of over 55% in size; many of its hits are not listed in these tables
Target sequence (P18054 whole entry, looked up): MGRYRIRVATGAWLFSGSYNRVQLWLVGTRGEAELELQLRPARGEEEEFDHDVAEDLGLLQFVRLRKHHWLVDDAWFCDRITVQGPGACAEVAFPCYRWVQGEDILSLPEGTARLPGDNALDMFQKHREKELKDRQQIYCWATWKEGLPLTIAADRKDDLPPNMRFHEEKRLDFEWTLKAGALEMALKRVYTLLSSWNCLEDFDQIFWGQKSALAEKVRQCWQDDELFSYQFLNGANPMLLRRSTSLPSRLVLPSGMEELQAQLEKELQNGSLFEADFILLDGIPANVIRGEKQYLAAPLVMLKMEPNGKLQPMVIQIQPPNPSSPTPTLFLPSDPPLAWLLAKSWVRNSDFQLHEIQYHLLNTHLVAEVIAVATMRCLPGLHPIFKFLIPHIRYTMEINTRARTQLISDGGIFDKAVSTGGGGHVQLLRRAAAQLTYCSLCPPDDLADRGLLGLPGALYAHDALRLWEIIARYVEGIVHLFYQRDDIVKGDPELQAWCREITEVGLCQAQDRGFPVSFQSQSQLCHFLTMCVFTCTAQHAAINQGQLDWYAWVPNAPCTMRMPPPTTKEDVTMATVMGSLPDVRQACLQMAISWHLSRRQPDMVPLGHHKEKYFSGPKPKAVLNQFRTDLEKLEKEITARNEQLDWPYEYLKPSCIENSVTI
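Purified human 12hLO (150 nM), preincubated 15 min with compound, then 40 uM arachidonic acid for 30 min, room temperature, Hepes pH 7.0 with 0.01% Triton X-100. Hydroperoxide detected by ferrous iron/xylenol orange; 573/405 nm absorbance ratio gives reaction progress.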
IMPase inh: IMPase inhibition in cells; P97697; inhibition (IP1 accumulation), % at 46.1 µM; 120,000 tested, under 10 active; CHO-M1 cells, IP1 accumulation, HTRF TR-FRET ratio; active = well fitted curve in the direction sought with a large enough effect in the signal ratio, not every such curve was filed as active; inconclusive = small, poorly fitted or top-dose-only effect, or a change in a side signal; inactive = no such curve, though single readings can be large or run the other way; the % refers to the signal ratio;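 also: cells stimulated with carbachol in lithium chloride buffer; plate controls were DMSO basal wells for no effect and reference inhibitor wells for full effect; higher means more IMPase inhibition seen as more IP1 and lower FRET ratio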
Target sequence (P97697 whole entry, looked up): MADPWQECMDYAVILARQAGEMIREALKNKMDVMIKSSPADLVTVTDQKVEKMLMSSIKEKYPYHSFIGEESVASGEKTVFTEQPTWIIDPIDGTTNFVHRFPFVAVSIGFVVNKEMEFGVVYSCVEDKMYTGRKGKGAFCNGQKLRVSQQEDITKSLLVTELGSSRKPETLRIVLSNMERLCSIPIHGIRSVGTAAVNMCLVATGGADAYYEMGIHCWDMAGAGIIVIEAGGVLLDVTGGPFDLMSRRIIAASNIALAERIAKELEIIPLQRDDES
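Cellular IMPase inhibition is scored as a rise in cytosolic IP1, detected by competitive TR-FRET between d2-labelled IP1 and a europium anti-IP1 antibody. M1-expressing CHO cells were stimulated with carbachol for 30 min at 37C, with lithium (50 mM LiCl) present in the buffer.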
Active calls of the source: *; u = inconclusive; x = not tested or not shown; & = joins results of further samples; [ ] = dose if it differs, or a comment. Unless noted, calls follow the shape of the dose curve; as a rule, active = well fitted curve in the direction sought with a large enough effect; inconclusive = small, poorly fitted or top-dose-only effect, or another doubt; inactive = no such curve, though single readings can be large; an effect the other way counts as inactive or inconclusive. Unless noted, % is scaled to controls: 0 for no effect and ±100 for the full control effect.

A first look, three compounds:
SMILES	ALOX15B inhib	PNC inhibitor	ALOX12 inhib	IMPase inh
C/C(O)=C(\C#N)c1nc2ccccc2[nH]1	-3%	u	4%	7
O=C(NC1CCN(Cc2ccccc2)CC1)c1c(F)cccc1F	x	-2	-3%	x
CN1CCC2(CC1)C1CN(C)CC=C1C(C#N)=C(N)C2(C#N)C#N (stereo unspecified)	-4%	-27	-6%	5

Main list, from the first entry:
SMILES	ALOX15B inhib	PNC inhibitor	ALOX12 inhib	IMPase inh
C/C(O)=C(\C#N)c1nc2ccccc2[nH]1	-3%	u	4%	7
O=C(NC1CCN(Cc2ccccc2)CC1)c1c(F)cccc1F	x	-2	-3%	x
CN1CCC2(CC1)C1CN(C)CC=C1C(C#N)=C(N)C2(C#N)C#N (stereo unspecified)	-4%	-27	-6%	5
C=C[C@](C)(O)CCC1C(=C)CC(O)C2C(C)(C)CCCC12C (stereo partly specified)	-20%	x	-8%	x
CCCCNc1cc(C)nc(N2CCOCC2)n1	2%	30	5%	5
C[C@H](NC(=O)NCc1cccs1)C(=O)O	7%	u	2%	-4
CCOC(=O)c1cnn(-c2ccccc2)c1NC(=O)c1cccs1	0%	7	-1%	1
COC(=O)c1c(N2C(=O)CCC2=O)sc2c1CCCC2	0%	30	1%	3
COc1ccc(C2C(C#N)=C(N)OC3=C2C(=O)CC(C)(C)C3)c([N+](=O)[O-])c1OC (stereo unspecified)	-10%	71	0%	-2
N#Cc1nc(COc2ccc(-c3ccccc3)cc2)oc1NCCCN1CCOCC1	58%[activator]	14	1%	1
COc1ccc(C(=O)Nc2ccc3oc(Cc4ccc(Cl)cc4)nc3c2)cc1OC	11%	-29	-3%	-1
O=C(COC(=O)Cc1ccc(F)cc1)Nc1cc(S(=O)(=O)N2CCOCC2)ccc1N1CCCC1	x	7	-4%	-5
c1ccc(-n2ncc3c(NCCCN4CCOCC4)ncnc32)cc1	22%	-7	-6%	-1
O=C(Nc1ccc(N2CCOCC2)c(Cl)c1)c1ccco1	-1%	-5	0%	-4
CC(=O)N1CC2(C)CN(C(C)=O)CC(C)(C1)C2	4%	-7	-2%	2
CC(=O)Nc1ccc(S(=O)(=O)N2CCN(c3cc(C)ccc3C)CC2)cc1	x	18	2%	-1
Cc1nn(-c2ccccc2)c(C)c1NC(=O)Cc1cccs1	x	39	0%	x
CC(=O)Nc1ccc(S(=O)(=O)n2cnc3cc(C)c(C)cc32)cc1	10%	u	8%	4
O=C(NCc1ccc2c(c1)OCO2)c1c(O)c2cccc3c2n(c1=O)CCC3	7%	u	-7%	6
CCc1c(C)nc2cc(-c3ccc(OC)c(OC)c3)nn2c1N1CCCC1	42%[activator]	-8	-20%	22
O=C(CCn1c(=O)c2ccccc2n(Cc2cc(=O)n3ccccc3n2)c1=O)NCc1ccco1	x	-15	-3%	x
Cc1ccc(OCCN2CCN(C)CC2)c([N+](=O)[O-])c1	x	u	-3%	x
CCOc1ccccc1Nc1ccc(C(=O)O)cc1NC(C)=O	-3%	-21	6%	2
Cc1ccc(N(C(=O)c2ccc(CN3CCOCC3)o2)C(C(=O)NCCC(C)C)c2cccs2)c(C)c1 (stereo unspecified)	x	4	-6%	x
O=C(c1ccc(-c2ccc(Cl)cc2)o1)N1CCN(c2ccc([N+](=O)[O-])cc2Cl)CC1	-1%	-20	3%	-1
O=C(O)Cc1cc(C(=O)Nc2ccc(Br)cc2)sc1-c1ccccc1	x	-30	-9%	x
CC(C)Cn1c(N)c(C(=O)CCl)c(=O)n(C)c1=O	x	u	1%	x
O=C(c1ccccc1)N1CCCC(c2ccc(Cl)cc2)=N1	11%	-5	-15%	8
c1ccc(-c2csc(-n3cnnn3)n2)cc1	0%	u	-5%	-2
Cc1nnsc1C(=O)Nc1ccccc1Cl	3%	-17	4%	0
Cc1scc(C(=O)N2CCN(S(C)(=O)=O)CC2)c1-c1ccccc1	-1%	u	1%	1
CC(Sc1ccc(Cl)cc1)C(=O)Nc1ccc(S(=O)(=O)N2CCOCC2)cc1 (stereo unspecified)	14%	42	-8%	2
O=C1C2CCCN2C(=O)N1CCCCN1CCN(c2cccc(Cl)c2)CC1 (stereo unspecified)	x	31	-1%	x
CC(C)(C)NC(=O)Cn1nnnc1-c1nonc1N	3%	u	3%	-3
O=C(CC1C(=O)N(c2ccc(F)cc2)C(=O)N1Cc1ccccn1)Nc1ccccc1 (stereo unspecified)	-2%	u	5%	2
CC(C)CCNc1nc2c(cc1C#N)COC(C)(C)C2	2%	u	-4%	3
CCCCCCS(=O)[C@H]1CS(=O)(=O)C[C@@H]1S(=O)CCCCCC (stereo partly specified)	u	59	-8%	-9
COc1ccc(N(CC(=O)NCc2ccco2)S(C)(=O)=O)cc1Cl	-6%	26	2%	-10
CC(C)CNC(=O)c1ccccc1NC(=O)c1ccccc1N(C)S(=O)(=O)c1ccccc1	x	26	-1%	-9
C1CCC(Nc2nnnn2C2CCCCC2)CC1	-1%	-28	-2%	5
O=C(c1ccccc1)N1CCN(S(=O)(=O)N2CCCCC2)CC1	6%	u	-5%	-2
CC(NC(=O)C(Cc1ccccc1)NC(=O)c1ccccc1)C(=O)O (stereo unspecified)	14%	-20	-7%	u
COc1c(O)ccc2cnn(-c3ccccc3C)c(=O)c12	-7%	1	-15%	12
Cc1ccc(-c2nc(CS(=O)CC(=O)NCc3ccccc3)c(C)o2)cc1 (stereo unspecified)	3%	-11	-2%	-2
N#Cc1sc2nc(C3CC3)cc(-c3ccccc3)c2c1N	x	17	-7%	-13
COc1cc2ncnc(Nc3cccc(Br)c3)c2cc1OC	48%[activator]	x	-9%	6
Cc1ccc(O)c(-c2cc(C(=O)Nc3ccc(S(=O)(=O)Nc4nc(C)cc(C)n4)cc3)[nH]n2)c1	x	16	0%	x
O=C(CCNC(=O)c1ccc(Br)o1)NC1CCCC1	x	429	-1%	-1
Nc1cc(N)nc(SCc2nnnn2-c2ccc(Cl)cc2)n1	x	11	0%	x
CCOC(=O)C1CCCN(C(=S)Nc2ccc(C)cc2C)C1 (stereo unspecified)	-8%	u	-3%	9

The results go on:
SMILES	ALOX15B inhib	PNC inhibitor	ALOX12 inhib	IMPase inh
O=C(c1cc(S(=O)(=O)N2CCOCC2)ccc1F)N1CCCc2ccccc21	-1%[2.29 µM]	u	-4%	-6
COc1cc2c(Nc3ccc(NC(=O)c4ccccc4)cc3)ncnc2cc1OCCCN1CCOCC1	30%[0.0915 µM]	x	0%[0.00818 µM]	x
COc1ccc(/C=C2/S/C(=N/N=C3\CC4CCC3(C)C4(C)C)NC2=O)cc1 (stereo unspecified)	-15%	15	-3%	8
C[N+]1(C2CCC3CCCC2C3O)CCCC1 (stereo unspecified)	x	20	-4%	x
O=C(CSc1nnc(-c2ccncc2)n1C1CCCCC1)Nc1cccc(O)c1	4%	21	2%	1
O=C(COC(=O)C1Cc2ccccc2CN1C(=O)c1ccccc1)Nc1ccc(SC(F)F)cc1 (stereo unspecified)	x	26	3%	-2
CC(=O)Oc1ccc(-c2cccc(C(=O)O)c2)cc1	-2%	10	6%	-6
CCc1ccc(OCC(=O)NC(=S)Nc2ccc(S(=O)(=O)NC3CCCCC3)cc2)cc1	-14%	33	-26%	3
CC(C)CCNC(=O)COc1ccc2c3c(c(=O)oc2c1)CCC3	-7%	-9	4%	-4
CCC(Sc1ccc2nnc(-c3cccnc3)n2n1)C(=O)O (stereo unspecified)	-4%	u	-3%	-5

Nothing new here: an excerpt of the list.
SMILES	ALOX15B inhib	PNC inhibitor	ALOX12 inhib	IMPase inh
C/C(O)=C(\C#N)c1nc2ccccc2[nH]1	-3%	u	4%	7
O=C(NC1CCN(Cc2ccccc2)CC1)c1c(F)cccc1F	x	-2	-3%	x

More entries.
SMILES	ALOX15B inhib	PNC inhibitor	ALOX12 inhib	IMPase inh
CCCCC(=O)Nc1cccc(-c2nnc(-c3ccccc3)o2)c1	2%	7	2%	10
CCc1cccc(C)c1NC(=O)COC(=O)Cc1ccsc1	x	-6	-2%	x
COC(=O)Cc1cc(=O)[nH]c(/N=C(\N)Nc2ccccc2)n1	2%	-17	0%	-4
O=C(COC(=O)c1ccc2[nH]c3c(c2c1)CCCC3)Nc1ccc(Cl)cc1Cl	x	14	1%	x
COCC(=O)N1CCC[C@@]2(CCN(C(c3ccccc3)c3ccccc3)C2)C1	10%	x	-6%	x
Oc1sc(C=Nc2ccccc2)c2ccccc12	-8%[11.4 µM]	26	u	1[1.84 µM]
O=CN1CCN(C(=O)COc2ccc(Cl)cc2Br)CC1	x	-17	-2%	x
Cc1cccc(OCC(=O)Nc2ccccc2C(F)(F)F)c1	x	13	2%	x
Cc1cc2c(=O)[nH]c(N)nc2nc1C	-4%[11.4 µM]	x	2%[11.4 µM]	x
CC1=CC(C)(C)Nc2ccc(OC(=O)CN3C(=O)c4ccccc4C3=O)cc21	x	-25	0%	x
Cc1ccccc1-c1nc(CN2CCC(C(=O)N3CCC(C(N)=O)CC3)CC2)c(C)o1	0%	-18	0%	-1
CCOC(=O)CSc1nnc2c(n1)C1(C)CCC2C1(C)C (stereo unspecified)	-1%	-13	-1%	-5
CCN(CC)c1ccc(/C=N/NC(=S)NCc2ccccc2)c(O)c1	x	u	-23%	x
CN(C)c1ccccc1C(=O)c1ccccc1N(C)C	-7%	u	-16%	5
c1ccc2c(c1)Cc1cc3ccccc3nc1-2	22%	x	-4%	x
COC(=O)Cc1ccc(OCC(=O)Nc2ccc(OC(F)(F)F)cc2)cc1	x	-17	-4%	x
Cc1cc2ccccc2n2c(SCC(=O)Nc3ccc(S(=O)(=O)N4CCCCC4)cc3)nnc12	x	2	0%	x
COc1cc(C(=O)Nc2ccc3c(c2)C(=O)c2ccccc2C3=O)cc(OC)c1OC	x	7	1%	x
CCOC(=O)c1cc(C)[nH]c(=S)c1C#N	25µM*	40	-7%	0
CCCCCCCCCCCCCCCC(=O)NCCO	18%	x	22%&-2%&-2%	-5
CC(=O)c1cccc(NC(=O)c2ccncc2)c1	0%	-7	-3%	0
Clc1ccc(C2CC(c3ccccc3)Nc3ncnn32)cc1 (stereo unspecified)	13%	-30	3%	-1
CC(=O)Oc1ccc(C(=O)O)cc1OC(C)=O	2%	u	-5%	14
O=[N+]([O-])c1cccc(-c2n[nH]c(=S)n2Cc2ccccc2)c1	x	-12	-3%	x
Cn1cnnc1SCC(=O)Nc1cc(S(=O)(=O)N2CCCCCC2)ccc1Cl	x	41	-1%	x
Cc1ccc(C2=C/C(=C/c3cccs3)C(=O)O2)cc1	x	2	2%	x
CC1(C)OC2C[C@](O)(C(N)=O)C[C@H](O)[C@H]2O1 (stereo partly specified)	-9%	x	0%	x
COc1ccc(C2Oc3cc(OC)cc(OC)c3CC2O)cc1 (stereo unspecified)	-6%	x	-3%	x
O=C(C1=NN[C@@H]2C(=O)N(c3ccccc3C(F)(F)F)C(=O)[C@H]12)C(c1ccccc1)c1ccccc1	x	10	0%	u
CN(C)c1ccc(CNC(=O)[C@@]2(C)C=C[C@@H](Cc3ccccc3)N2C)cc1	8%	x	-5%	x
Cc1ccc(S(=O)(=O)N2CC(=O)Nc3ccccc32)cc1	-2%	-27	1%	-9
CC1CN(C(=O)N[C@@H](Cc2ccccc2)C(=O)O)CC(C)O1 (stereo partly specified)	2%	33	-3%	12
COCCN(C(=S)Nc1ccccc1OC)C(C)c1cccs1 (stereo unspecified)	x	7	0%	6
C(=N/Nc1cc(N2CCOCC2)nc(N2CCOCC2)n1)/c1ccccc1	x	u	2%	x
CCOc1ccc(OCCSc2nnnn2C2CCCCC2)cc1	1%[2.29 µM]	21	0%	1
O/N=C/c1cccn1-c1ccc(O)cc1	-3%	35	-7%	-6
OC(COc1ccc(OCc2ccccc2)cc1)CN1CCCCC1 (stereo unspecified)	24%	u	4%	9

As entered above.
For PNC inhibitor, CCOc1ccc(OCCSc2nnnn2C2CCCCC2)cc1 is entered as 21
For ALOX12 inhib, COCCN(C(=S)Nc1ccccc1OC)C(C)c1cccs1 (stereo unspecified) is entered as 0%

Screening results (PubChem)

Compounds were not picked by outcome. About 3.1% of those tested had a hit in this group.
